Caspase-1 inhib – caspase-1 (human) inhibition, allosteric or competitive; P29466; Potency, µM (series often up to 57.5 µM), for the others: top-dose activity change, negative = inhibition, hits mostly inhibitors; hit rate 0.03% among 75,000; Caspase-1 enzyme, Ac-WEHD-AFC fluorogenic rate;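 further: potency means the concentration at half of the fitted maximal effect; plate controls were vehicle for no effect and no substrate for full effect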
BRCT inh green – inhibitors of human BRCA1 BRCT-phosphoprotein interaction (green fluorophore). BRCA1 BRCT-phosphopeptide binding, green fluorescence polarization. Potency, µM (series often up to 76.9 µM), without a hit: at the highest dose activity change, negative = inhibition, most hits filed as inhibitors. hit rate 0.05% among 75,000;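 further: potency means the concentration at half of the fitted maximal effect; plate controls were peptide without protein for full effect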
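Fluorescence polarization: His-tagged BRCT (~35 kDa BRCA1 C-terminus, 250 nM) bound to 100 nM fluorescein-labeled phosphorylated 10-aa BACH1 peptide, pH 7.3 phosphate buffer with DTT and Tween 20. Compounds incubated 12 min at room temperature; inhibition read as lowered polarization.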
HEK293 cAMP cs – raises cAMP in parental HEK293 cells, TSHR agonist counter-screen; parental HEK293 CNG cAMP sensor, membrane potential fluorescence; hit rate 2.5% among 73,000; Potency, µM (titrated, usually from 57.1 µM), inactives show at the top dose activation, most hits filed as activators; further: potency means the concentration at half of the fitted maximal effect; % of control where 0% means no effect; nearly all actives have a fitted effect of over 55% in size
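Parental HEK 293 cells stably expressing a cAMP-gated CNG channel were loaded with membrane potential dye containing 100 uM RO 20-1724 for 60 min. Compound added for 30 min; depolarization read as fluorescence intensity at 590 nm.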
BRCT inh red – disrupts BRCA1 BRCT binding to phosphoprotein, red fluorophore readout; P38398; BRCT-phosphopeptide binding, red fluorescence polarization; Potency, µM (highest dose often 76.9 µM), for the others: top-dose activity change, negative = inhibition, most hits filed as inhibitors; hit rate 0.03% among 75,000; AID 892; further: on the % scale 0 is the no-effect control and ±100 the full control effect
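Rhodamine-labelled pBACH1 10-mer (100 nM) bound to BRCT domain (100 nM) at pH 7.3; compounds incubated 12 min room temperature, polarization read. Free peptide defines full inhibition; unlabelled decapeptide titrated as control.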
Pol III holo inh – inhibitors of bacterial DNA polymerase III holoenzyme | reconstituted DNA polymerase III holoenzyme replication, biochemical | Potency, µM (highest dose often 57.1 µM), without a hit: at the top dose activity change, negative = inhibition | hit rate 0.25% among 71,000 | AID 603; further: potency means the concentration at half of the fitted maximal effect; on the % scale 0 is the no-effect control and ±100 the full control effect
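Reconstituted *E. coli* holoenzyme (0.35 nM Pol III, 1 nM beta, 154 nM SSB, 2 nM primase) was preincubated with compound for 15 min at RT. Synthesis on 1.4 nM ssM13Gori ran 35 min, then was stopped with PicoGreen/EDTA and read as dsDNA fluorescence.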
USP2a inh – inhibitors of human ubiquitin-specific protease USP2a; hit rate 0.1% among 60,000; O75604; USP2a enzymatic assay, qHTS inhibition; Potency, µM (series often up to 38.3 µM), inactives show at the highest dose activity change, negative = inhibition, usual class: inhibitors; AID 927;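 further: potency means the concentration at half of the fitted maximal effect; nearly all actives have a fitted effect of over 60% in size; plate controls were DMSO for no effect and NEM full inhibition control for full effect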
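Inhibition is measured in a cell-free coupled assay with 20 nM USP2 core, 20 nM Ub-PLA2 and 20 uM NBD C6-HPC, 2.5 h incubation. Activity normalized to NEM control.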
HADH2 inhib – HADH2 (human) dehydrogenase inhibition | hit rate 3.4% among 73,000 | Potency, µM (top dose mostly 57.1 µM), without a hit: top-dose activity change, negative = inhibition, actives largely listed as inhibitors | Q99714 | recombinant HADH2, NADH fluorescence, beta-hydroxybutyryl-CoA; further: potency means the concentration at half of the fitted maximal effect; on the % scale 0 is the no-effect control and ±100 the full control effect; nearly all actives have a fitted effect of over 60% in size; many of its hits are not listed in these tables
Target sequence (Q99714 whole entry, looked up, one chain of several): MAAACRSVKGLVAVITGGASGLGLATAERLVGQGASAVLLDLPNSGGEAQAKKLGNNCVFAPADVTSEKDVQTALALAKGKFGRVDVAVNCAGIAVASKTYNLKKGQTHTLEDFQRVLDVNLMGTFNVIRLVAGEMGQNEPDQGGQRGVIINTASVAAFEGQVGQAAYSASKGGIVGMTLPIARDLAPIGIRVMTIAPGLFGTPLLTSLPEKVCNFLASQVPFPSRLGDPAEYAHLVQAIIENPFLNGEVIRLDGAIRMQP
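Buffer 100 mM Tris-HCl pH 9.0/0.01% Tween-20; HADH2 20 nM; NAD+ 1 mM; beta-hydroxybutyryl-CoA 90 uM (all final). 15 min cpd preincubation, RT.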
15-hLO inh – inhibitors of human 15-lipoxygenase (ALOX15). P16050. purified 15hLO-1, xylenol orange hydroperoxide absorbance. Potency, µM (top dose mostly 57.1 µM), without a hit: top-dose activity change, negative = inhibition, actives largely listed as inhibitors. hit rate 1.4% among 74,000; further: potency means the concentration at half of the fitted maximal effect; on the % scale 0 is the no-effect control and ±100 the full control effect; nearly all actives have a fitted effect of over 55% in size
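Quantitative HTS in 25 mM Hepes pH 7.5 containing 0.01% Triton X-100: human 15hLO-1 at 40 nM, arachidonic acid at 50 uM, 6 min turnover. Product quantified via ferrous oxidation/xylenol orange, 573:405 nm absorbance ratio.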
Caspase-7 inhib – allosteric or competitive inhibitors of human caspase-7; recombinant caspase-7, Ac-DEVD-AFC fluorescence rate; hit rate 0.02% among 75,000; Potency, µM (top dose mostly 57.5 µM), for inactives: top-dose activity change, negative = inhibition, usual class: inhibitors; P55210; active means well fitted inhibition curve with a large enough effect in the main read-out, with a control signal flat, not every such curve was filed as active; inconclusive means small, poorly fitted or top-dose-only effect, or a change in a side signal; further: potency means the concentration at half of the fitted maximal effect; % of control where 0% means no effect
Tau fil binding – binders of human tau filaments | hit rate 2% among 71,000 | recombinant tau filaments, thioflavin S fluorescence, 15 h; filaments grown with octadecylsulfate alongside compound | Potency, µM (doses to about 57.1 µM), for the others: at the top dose activity change, negative = inhibition;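 further: potency means the concentration at half of the fitted maximal effect; on the % scale 0 is the no-effect control and ±100 the full control effect; actives lower thioflavin S fluorescence by blocking filaments or displacing dye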
Target sequence (P10636 whole entry, looked up): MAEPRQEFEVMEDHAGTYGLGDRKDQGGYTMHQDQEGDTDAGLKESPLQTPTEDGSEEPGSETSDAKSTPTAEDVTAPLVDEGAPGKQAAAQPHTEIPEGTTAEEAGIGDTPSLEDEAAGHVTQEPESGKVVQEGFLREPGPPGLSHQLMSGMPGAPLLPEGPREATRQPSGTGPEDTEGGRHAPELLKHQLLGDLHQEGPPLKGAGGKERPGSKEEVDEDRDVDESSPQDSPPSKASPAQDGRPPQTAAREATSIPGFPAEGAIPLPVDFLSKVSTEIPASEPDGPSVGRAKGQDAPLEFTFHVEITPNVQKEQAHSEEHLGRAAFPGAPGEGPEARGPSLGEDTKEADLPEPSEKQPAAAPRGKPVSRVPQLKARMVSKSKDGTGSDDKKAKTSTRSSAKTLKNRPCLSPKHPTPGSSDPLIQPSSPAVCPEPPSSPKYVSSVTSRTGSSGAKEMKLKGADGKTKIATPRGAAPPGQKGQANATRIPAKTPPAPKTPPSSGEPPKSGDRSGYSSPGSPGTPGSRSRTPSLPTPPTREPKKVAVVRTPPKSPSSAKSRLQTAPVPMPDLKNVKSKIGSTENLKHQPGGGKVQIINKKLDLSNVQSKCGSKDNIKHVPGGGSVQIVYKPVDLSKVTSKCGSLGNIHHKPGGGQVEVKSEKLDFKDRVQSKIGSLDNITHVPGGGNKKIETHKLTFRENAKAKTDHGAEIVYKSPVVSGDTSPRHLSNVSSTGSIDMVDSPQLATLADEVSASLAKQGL
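ThS-based fibril read: tau 1 uM final, inducer ODS 30 uM final, 37 C for 15 h, ex 450/em 510 nm.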
Rhodamine fluor – compound autofluorescence in rhodamine spectral region; Rhodamine-region fluorescence, 547/598 nm, Tris buffer; stronger effect = higher value; hit rate 0.05% among 59,000; max dye-equivalent concentration, M; in the data active means max dye-equivalent concentration above about 11 nM; inconclusive means between about 1.1 nM and that limit
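Steps: pin-transfer compounds into pH 8.0 Tris (100 mM), hold 15 min at room temperature, image with a 547/598 nm filter pair, and convert intensities to rhodamine-equivalent concentration using a six-point on-plate rhodamine series.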
Active calls of the source: *; i = inactive; ? = inconclusive; nt = not tested or not shown; [ ] = another dose, or the depositor's remark. Unless noted, the call rests on the fitted dose curve; in most records, active means well fitted curve in the direction sought with a large enough effect; inconclusive means small, poorly fitted or top-dose-only effect, or another doubt; inactive means no such curve, though single readings can be large; an effect the other way counts as inactive or inconclusive. Only part of the results is shown; rates above refer to the full screens.

cpd | SMILES | Caspase-7 inhib | BRCT inh red | USP2a inh | HADH2 inhib | BRCT inh green | 15-hLO inh | Tau fil binding | Rhodamine fluor | Caspase-1 inhib | Pol III holo inh | HEK293 cAMP cs
1 | CC(=O)Nc1cccc(C(=O)Oc2cccc(C)c2)c1O | 1.0% | -0.6% | 15.9% | 121.3%[activator] | 4.7% | 15.8µM* | -5.4% | i | -2.2% | -0.2% | 7.1%
2 | CC(C)(C)NC(=O)CN1CCC(O)(c2ccccc2)CC1 | 0.6% | 0.3% | 5.1% | 11.1% | -0.1% | 6.7% | -3.5% | i | 1.2% | -1.0% | 0.1%
3 | O=C1CC(C(=O)N2CCN(c3ccc(F)cc3)CC2)CN1CCc1ccccc1 (stereo not drawn) | -1.5% | -1.5% | nt | 3.4% | -2.0% | -4.6% | 14.8% | nt | -4.7% | -1.0% | 7.4%
4 | CC(=O)NC1(c2ccccc2)CCN(c2nc(C)cc(C)n2)CC1 | 1.1% | 0.2% | 6.0% | -5.4% | -4.3% | -0.6% | -0.4% | i | -0.5% | -3.6% | 4.6%
5 | CC(C)CCn1c(CN2CCOCC2)nc2c1c(=O)n(C)c(=O)n2C | -1.4% | 0.7% | nt | -4.7% | -1.7% | 2.8% | -22.6% | nt | -2.5% | -6.9% | -13.2%
6 | COc1cccc(N(CC(=O)NCc2cccnc2)S(C)(=O)=O)c1 | -1.7% | -1.9% | -4.5% | -4.4% | -1.2% | 1.5% | 6.7% | nt | 1.3% | 7.0% | 3.9%
7 | C=CCN(CC=C)S(=O)(=O)c1ccc2nsnc2c1 | -1.0% | 0.2% | 5.2% | -12.4% | -2.1% | -7.7% | ? | nt | 0.1% | 1.1% | 5.5%
8 | CCCc1nc(SCC(=O)N2CCN(c3ccccc3)CC2)c2c(=O)n(C)c(=O)n(C)c2n1 | -0.3% | 0.6% | nt | 5.2% | -2.5% | 4.2% | 253.0% | nt | -0.2% | -10.4% | 2.2%
9 | COc1ccc(-c2cc(=O)c3ccccc3s2)cc1 | 5.6% | -2.3% | -20.2% | 9.4% | -4.9% | ? | 25.1µM* | i | -3.1% | -4.7% | ?
10 | CC(C)C(=O)Nc1ccc(C(=O)NC2CCSC2=O)cc1 (stereo not drawn) | 0.5% | -1.0% | 6.0% | ? | 0.5% | -16.4% | 2.9% | i | -0.6% | -0.3% | -3.2%

(next part)
cpd | SMILES | Caspase-7 inhib | BRCT inh red | USP2a inh | HADH2 inhib | BRCT inh green | 15-hLO inh | Tau fil binding | Rhodamine fluor | Caspase-1 inhib | Pol III holo inh | HEK293 cAMP cs
11 | CC1CCN(C(=O)C(Cc2ccccc2)n2cccc2)CC1 (stereo not drawn) | -4.5% | -2.4% | nt | -5.0% | -7.0% | -8.8% | -11.9% | nt | 3.1% | -4.2% | 14.8%
12 | O=C1NC2C(NC(=O)N2C2CCCCC2)N1C1CCCCC1 (stereo not drawn) | -0.1% | 0.4% | -1.5% | -5.5% | -0.9% | -5.5% | -10.1% | i | -0.2% | -2.6% | 27.6%
13 | Cc1cc(Nc2cccc(F)c2)n2ncnc2n1 | -1.5% | 0.2% | nt | 1.2% | 0.0% | 1.4% | 4.8% | nt | -0.6% | -2.8% | 5.5%
14 | CCC1(C)NC(=O)N(CC(=O)Nc2sc3c(c2C(N)=O)CCC3)C1=O (stereo not drawn) | 1.7%[0.00368 µM] | -2.7% | 5.6% | -10.0% | -0.1% | -12.0% | 0.2% | i | -1.9% | -6.4% | -1.8%
15 | CC(=O)NC(C)C12CC3CC(CC(C(=O)O)(C3)C1)C2 (stereo not drawn) | 0.4% | 0.3% | 4.7% | 1.4% | -1.5% | 3.9% | 13.3% | i | 2.6% | -1.3% | 5.3%
16 | CCc1ccccc1NC(=O)CC1S/C(=N\c2nccs2)N(CC)C1=O (stereo not drawn) | -1.0% | -3.1% | 2.8% | 25.6% | -0.3% | 4.7% | 30.9% | i | -1.0% | -3.1% | 8.6%
17 | c1ccc(-c2noc(COc3ccc4c(c3)OCO4)n2)cc1 | -0.5% | -0.4% | -7.0% | 12.0% | -3.4% | 4.8% | -10.9% | i | -1.3% | -2.2% | -5.0%
18 | COc1cc(C(=O)OCn2nnc3ccccc3c2=O)cc(OC)c1OC | 0.1% | 0.2% | 9.9% | 3.0% | -1.6% | 0.1% | 3.9% | i | -3.3% | 6.0% | -4.1%
19 | C=C(C)CSc1nnc([C@@H](NC(=O)OC(C)(C)C)C(C)CC)o1 (stereo partly drawn) | 0.3% | -0.3% | 5.2% | -6.2% | 0.9% | -0.8% | -11.2% | i | -1.2% | -3.3% | ?
20 | O=C(O)Cc1ccccc1C(=O)O | -0.4% | 0.1% | -3.0% | -10.6% | -4.5% | 1.2% | 0.6% | i | -1.0% | -5.2% | 6.0%

Quoted at random: 4 entries already listed, in no set order.
cpd | SMILES | Caspase-7 inhib | BRCT inh red | USP2a inh | HADH2 inhib | BRCT inh green | 15-hLO inh | Tau fil binding | Rhodamine fluor | Caspase-1 inhib | Pol III holo inh | HEK293 cAMP cs
10 | CC(C)C(=O)Nc1ccc(C(=O)NC2CCSC2=O)cc1 (stereo not drawn) | 0.5% | -1.0% | 6.0% | ? | 0.5% | -16.4% | 2.9% | i | -0.6% | -0.3% | -3.2%
5 | CC(C)CCn1c(CN2CCOCC2)nc2c1c(=O)n(C)c(=O)n2C | -1.4% | 0.7% | nt | -4.7% | -1.7% | 2.8% | -22.6% | nt | -2.5% | -6.9% | -13.2%
8 | CCCc1nc(SCC(=O)N2CCN(c3ccccc3)CC2)c2c(=O)n(C)c(=O)n(C)c2n1 | -0.3% | 0.6% | nt | 5.2% | -2.5% | 4.2% | 253.0% | nt | -0.2% | -10.4% | 2.2%
17 | c1ccc(-c2noc(COc3ccc4c(c3)OCO4)n2)cc1 | -0.5% | -0.4% | -7.0% | 12.0% | -3.4% | 4.8% | -10.9% | i | -1.3% | -2.2% | -5.0%

(listing goes on)
cpd | SMILES | Caspase-7 inhib | BRCT inh red | USP2a inh | HADH2 inhib | BRCT inh green | 15-hLO inh | Tau fil binding | Rhodamine fluor | Caspase-1 inhib | Pol III holo inh | HEK293 cAMP cs
21 | Cc1occc1C(=O)Nc1cccnc1 | -0.1% | -0.7% | -7.4% | -7.7% | -1.7% | -0.9% | 3.2% | i | -2.1% | -1.2% | -1.7%
22 | CCOC(=O)c1c(C)c(C(=O)NCc2ccc3c(c2)OCO3)c(C)n1CC | 1.8% | -1.4% | 2.3% | 15.1% | -2.0% | -5.5% | 86.8% | i | 2.3% | -0.4% | 0.9%
23 | CCOc1ccc(OCc2ccc(C(=O)Nc3cccc(C)n3)o2)cc1 | -17.4% | -1.2% | 9.3% | -0.2% | -0.8% | -10.6% | 12.3% | i | -12.0% | 0.0% | 12.0%
24 | Cc1ccc(S(=O)(=O)N2CCCC(c3nnc4n3-c3ccccc3SC4)C2)cc1 (stereo not drawn) | 8.0% | -0.4% | 20.6% | -0.2% | -0.1% | -9.7% | 11.1% | i | -1.5% | 3.3% | 9.5%
25 | Cc1cc(N2CCN(c3ccccc3)CC2)nc(NCc2ccccc2)n1 | -1.7% | -1.2% | 4.4% | -8.0% | -2.7% | 12.8% | 3.4% | i | -1.1% | -2.2% | 6.3%
26 | O=C(c1ccccc1-c1ccccc1)N1CCCC1 | 0.7% | -1.0% | 6.2% | 7.8% | -1.7% | 8.3% | -2.9% | i | 1.8% | -1.5% | ?
27 | CCOc1ccc(-c2nnn(CC(=O)NCc3ccc(F)cc3)n2)cc1OCC | 0.4% | -2.0% | 14.2% | -1.2% | -2.4% | -17.1% | i | i | 0.3% | 0.1% | ?
28 | CN(C)CCN(Cc1cccs1)c1ccccn1 | 1.7% | -1.6% | -14.9% | 7.5%[25.6 µM] | -2.2%[3.08 µM] | -1.9% | -3.0%[25.6 µM] | i | nt | 3.0%[25.6 µM] | 9.9%[25.6 µM]
29 | O=C(c1cccc(F)c1)N1CCC2(CC1)CN(Cc1ccccc1)C2 | -1.0% | -2.1% | 17.2% | -9.6% | -4.2% | 1.9% | -1.2% | i | -3.4% | -3.9% | ?
30 | COc1cc(CN2CCC(C(=O)N3CCN(c4ccccc4F)CC3)CC2)cc(OC)c1OC | 1.2% | 2.0% | 0.3% | 9.8% | -6.4% | -2.9% | -10.6% | i | 1.1% | -4.4% | 24.1%
31 | Cn1c(=O)[nH]c(=O)c2c1nc(Sc1ncccn1)n2CCCc1ccccc1 | 0.3% | -2.7% | 1.5% | 4.6% | 1.1% | 4.5% | -14.8% | i | -0.6% | 0.1% | -8.8%

Bioassay records (PubChem BioAssay)
